FEN1 inhibitor: human FEN1 inhibition; P39748; Recombinant FEN1 flap cleavage, fluorescence, 15 min; Potency, µM (doses to about 114 µM), for inactives: at the highest dose activity change, negative = inhibition, actives largely listed as inhibitors; actives 0.35% (n = 390,000); AID 588795; also: nearly all actives have a fitted effect of over 65% in size
Target sequence (P39748 whole entry, looked up): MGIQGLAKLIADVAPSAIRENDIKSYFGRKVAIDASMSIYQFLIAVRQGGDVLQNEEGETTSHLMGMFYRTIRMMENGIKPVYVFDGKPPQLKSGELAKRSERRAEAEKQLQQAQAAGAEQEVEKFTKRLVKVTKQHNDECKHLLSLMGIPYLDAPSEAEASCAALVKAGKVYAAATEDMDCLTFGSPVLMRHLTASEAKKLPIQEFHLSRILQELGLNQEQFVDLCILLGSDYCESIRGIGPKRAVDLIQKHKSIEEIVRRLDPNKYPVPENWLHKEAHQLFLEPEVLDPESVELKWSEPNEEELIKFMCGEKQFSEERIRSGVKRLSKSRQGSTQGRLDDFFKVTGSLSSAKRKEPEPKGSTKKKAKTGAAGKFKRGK
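With each library titrated from low to high concentration, compounds met 10 nM FEN1 for 15 min at room temperature before 50 nM substrate was added; readings at 0 and 15 min fed four-parameter Hill curve fits.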
N370S GC mod: inhibitors or activators of N370S glucocerebrosidase for Gaucher disease; Potency, µM (highest dose often 59.4 µM), without a hit: at the highest dose activity change, negative = inhibition, hits mostly inhibitors; P04062; N370S GC spleen homogenate, 4MU-glucoside fluorescence; AID 2101; actives 0.092% (n = 330,000);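 also: 0% = full enzyme activity and -100% = no enzyme basal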
TDP1 inh: TDP1 (human) enzyme inhibition | Q9NUW8 | recombinant TDP1, AlphaScreen DNA substrate cleavage | Potency, µM (series often up to 130 µM), for the others: top-dose activity change, negative = inhibition, most hits filed as inhibitors | actives 0.28% (n = 350,000); also: nearly all actives have a fitted effect of over 40% in size
Target sequence (Q9NUW8 whole entry, looked up): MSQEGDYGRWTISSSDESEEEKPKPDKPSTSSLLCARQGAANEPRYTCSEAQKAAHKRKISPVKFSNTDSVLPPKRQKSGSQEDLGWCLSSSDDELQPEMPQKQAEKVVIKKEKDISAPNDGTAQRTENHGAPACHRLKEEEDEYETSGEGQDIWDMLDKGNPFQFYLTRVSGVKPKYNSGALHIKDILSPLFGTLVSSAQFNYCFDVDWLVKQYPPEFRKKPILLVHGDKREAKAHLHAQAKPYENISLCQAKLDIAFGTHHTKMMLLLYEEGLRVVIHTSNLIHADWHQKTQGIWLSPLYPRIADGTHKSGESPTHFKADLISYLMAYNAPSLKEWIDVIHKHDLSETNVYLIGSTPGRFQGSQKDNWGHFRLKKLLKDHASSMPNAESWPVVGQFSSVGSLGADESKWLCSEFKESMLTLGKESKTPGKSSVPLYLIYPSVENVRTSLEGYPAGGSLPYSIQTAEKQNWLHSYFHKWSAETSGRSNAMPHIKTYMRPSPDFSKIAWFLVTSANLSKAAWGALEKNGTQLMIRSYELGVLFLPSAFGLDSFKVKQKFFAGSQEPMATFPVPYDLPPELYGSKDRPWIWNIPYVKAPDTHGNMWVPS
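Compounds were preincubated with Tdp1 (1 nM final) for 15 min at room temperature before substrate (15 nM final) started a 5 min reaction; beads (10 ug/ml final) were then added for 10 min before AlphaScreen detection.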
Numbers without * were called inactive; ? = inconclusive; . = not tested or not shown; & = joins results of further samples; [ ] = remark or other dose. Calls follow the shape of the dose curve; as a rule, active = well fitted curve in the direction sought with a large enough effect; inconclusive = small, poorly fitted or top-dose-only effect, or another doubt; inactive = no such curve, though single readings can be large; an effect the other way counts as inactive or inconclusive. Unless noted, % is scaled to controls: 0 for no effect and ±100 for the full control effect; potency is read from the fitted curve at half-maximal effect.

A first look (23 entries):
SMILES,FEN1 inhibitor,N370S GC mod,TDP1 inh
COc1ccc(C(=O)NCC2(c3ccccc3)CCOCC2)cc1,7%,11%,.
Cc1c(Cl)cccc1NC(=S)NNS(=O)(=O)c1ccc([N+](=O)[O-])cc1,-2%,-9%,8%
COC(=O)c1cccc(NC(=O)/C=C/c2ccc([N+](=O)[O-])cc2)c1,-3%,-1%,5%
COc1cc(C(=O)Nc2ccc(C)cc2C(NCC(=O)NN)c2ccccc2)cc(OC)c1OC (stereo not given),-15%,2%,.
CCOC(=O)c1ccc(Nc2nc3nonc3nc2Nc2cccc(C)c2C)cc1,?,.,9%
CC(=O)c1ccc(S(=O)(=O)N2CCN(C(=O)c3ccc(N)c([N+](=O)[O-])c3)CC2)cc1,1%,.,1%
COc1ccc(CCNC(=O)c2cc(Nc3ccccc3)nc3ccccc23)cc1OC,-7%,.,-3%
CCCN1CNc2c(c(=O)[nH]c(=S)n2CCc2cccc(OC)c2)C1,0%,.,1%
Cc1ccccc1CC(=O)N1CCN(S(=O)(=O)c2ccc(Cl)s2)CC1,0%,.,1%
CC(=O)/C(=N/Nc1cccc(Cl)c1)N1CCOCC1,7%,1%,3%
Fc1c(F)c(F)c(/C=N/NC(=S)Nc2cccnc2)c(F)c1F,4%,4%,8%
O=[N+]([O-])c1cc([N+](=O)[O-])c(N2CCOCC2)cc1NCc1ccccc1,13%,?,5%
Cc1ccc(N2CC(C(=O)NCc3cccs3)CC2=O)cc1C (stereo not given),-6%,2%,3%
COc1cccc2cc(C(=O)NCCc3ccccc3)c(=O)oc12,-4%,-3%,.
O=C(Nc1nc2c(s1)CCCC2)c1cc(-c2ccccc2)nc2ccccc12,-8%,5%,1%
CCCn1c(NC(=O)CN2C(=O)NC3(CCCCC3)C2=O)nc2ccccc21,13%,12%,.
Cc1cc(S(=O)(=O)Nc2ccccc2C)ccc1F,-3%,5%,5%[56.1 µM]
NC(=O)c1nsc(C(=O)N(CC(=O)NC2CCCCC2)Cc2ccc3c(c2)OCO3)c1N,1%,.,0%
Cc1ccc2c(CC(=O)O)coc2c1,0%,-1%,5%
CC(=O)c1ccc(N2CCN(S(=O)(=O)c3c(C)[nH]c(=O)[nH]c3=O)CC2)cc1,9%,-13%,2%
Cc1ccc2oc(=O)c3cc(C(=O)Nc4ccc(F)cc4F)sc3c2c1,-2%,.,-3%
Cc1cc(C)nc(/N=C(\N)Nc2ccc3c(c2)OCCO3)n1,79µM*,9%,-4%
COc1ccc(/C=C2/SC(=O)N(NS(=O)(=O)c3ccccc3)C2=S)cc1OC,-17%,-9%,3%

Main list, repeating the preview:
SMILES,FEN1 inhibitor,N370S GC mod,TDP1 inh
COc1ccc(C(=O)NCC2(c3ccccc3)CCOCC2)cc1,7%,11%,.
Cc1c(Cl)cccc1NC(=S)NNS(=O)(=O)c1ccc([N+](=O)[O-])cc1,-2%,-9%,8%
COC(=O)c1cccc(NC(=O)/C=C/c2ccc([N+](=O)[O-])cc2)c1,-3%,-1%,5%
COc1cc(C(=O)Nc2ccc(C)cc2C(NCC(=O)NN)c2ccccc2)cc(OC)c1OC (stereo not given),-15%,2%,.
CCOC(=O)c1ccc(Nc2nc3nonc3nc2Nc2cccc(C)c2C)cc1,?,.,9%
CC(=O)c1ccc(S(=O)(=O)N2CCN(C(=O)c3ccc(N)c([N+](=O)[O-])c3)CC2)cc1,1%,.,1%
COc1ccc(CCNC(=O)c2cc(Nc3ccccc3)nc3ccccc23)cc1OC,-7%,.,-3%
CCCN1CNc2c(c(=O)[nH]c(=S)n2CCc2cccc(OC)c2)C1,0%,.,1%
Cc1ccccc1CC(=O)N1CCN(S(=O)(=O)c2ccc(Cl)s2)CC1,0%,.,1%
CC(=O)/C(=N/Nc1cccc(Cl)c1)N1CCOCC1,7%,1%,3%
Fc1c(F)c(F)c(/C=N/NC(=S)Nc2cccnc2)c(F)c1F,4%,4%,8%
O=[N+]([O-])c1cc([N+](=O)[O-])c(N2CCOCC2)cc1NCc1ccccc1,13%,?,5%
Cc1ccc(N2CC(C(=O)NCc3cccs3)CC2=O)cc1C (stereo not given),-6%,2%,3%
COc1cccc2cc(C(=O)NCCc3ccccc3)c(=O)oc12,-4%,-3%,.
O=C(Nc1nc2c(s1)CCCC2)c1cc(-c2ccccc2)nc2ccccc12,-8%,5%,1%
CCCn1c(NC(=O)CN2C(=O)NC3(CCCCC3)C2=O)nc2ccccc21,13%,12%,.
Cc1cc(S(=O)(=O)Nc2ccccc2C)ccc1F,-3%,5%,5%[56.1 µM]
NC(=O)c1nsc(C(=O)N(CC(=O)NC2CCCCC2)Cc2ccc3c(c2)OCO3)c1N,1%,.,0%
Cc1ccc2c(CC(=O)O)coc2c1,0%,-1%,5%
CC(=O)c1ccc(N2CCN(S(=O)(=O)c3c(C)[nH]c(=O)[nH]c3=O)CC2)cc1,9%,-13%,2%
Cc1ccc2oc(=O)c3cc(C(=O)Nc4ccc(F)cc4F)sc3c2c1,-2%,.,-3%
Cc1cc(C)nc(/N=C(\N)Nc2ccc3c(c2)OCCO3)n1,79µM*,9%,-4%
COc1ccc(/C=C2/SC(=O)N(NS(=O)(=O)c3ccccc3)C2=S)cc1OC,-17%,-9%,3%
Brc1csc(/C=N/Nc2nc3ccccc3s2)c1,-7%,9%,3%
Cc1ccc(S(=O)(=O)N2CCOCC2)cc1-c1n[nH]c(=S)n1-c1ccccc1,-5%,.,4%
O=C(NCc1ccccn1)c1ccc(CNS(=O)(=O)c2cccc(C(F)(F)F)c2)cc1,4%,-3%,-1%
Cn1c(-n2cccc2)c(-c2c(-c3ccccc3)[nH]c3c2c(=O)[nH]c(=O)n3C)c(=O)[nH]c1=O,1%,0%,?
CN(C)CCCNC(=O)C1(O)c2cc(Br)ccc2NC(=O)N1c1ccc(Cl)cc1 (stereo not given),12%,-1%,.
O=C(Nc1ccc(F)cc1F)c1ccc(-n2cncn2)nc1,-6%,-1%,3%
Cc1ccc2[nH]c(=O)c(CN(CCCN3CCOCC3)Cc3nnnn3C3CCCC3)cc2c1,17%,7%[2.35 µM],1%
COc1ccc(OCC(O)Cn2c(=N)n(CCN3CCCCC3)c3ccccc32)cc1 (stereo not given),-11%&4%,-5%,9%
CCOC(=O)c1[nH]c(C)c(/C(O)=C2\C(=O)C(=O)N(CCN(C)C)C2c2ccco2)c1C (stereo not given),4%,3%,0%
COc1cccc(NC(=O)c2oc3ccccc3c2NC(=O)c2ccccc2C)c1,-2%,.,-6%
CCOC(=O)COc1ccc(S(=O)(=O)c2ccc(OCC(=O)OCC)cc2)cc1,-23%,-6%,4%
O=C(CSc1ncc(CO)n1Cc1ccc(Cl)cc1)NCc1ccc(F)cc1,-2%,.,3%
CNc1nc2ccccc2n1CC(=O)c1ccccc1,-3%,-4%,.
Cc1cc(C)c2c(=O)cc(C(=O)Nc3ccc(S(=O)(=O)N(C)Cc4ccccc4)cc3)oc2c1,0%,.,5%
O=C(NC1CCN(Cc2ccccc2)CC1)C1CCN(S(=O)(=O)c2ccc(Cl)cc2)CC1,3%,3%,.
CCOC(=O)c1c(NC(=O)Cc2ccccc2)sc2c1CCN(C)C2,42%[activator],1%,.
CCS(=O)(=O)c1ccc(O)c(NC(=O)Nc2ccc(C(C)(C)C)cc2)c1,-2%,-6%,3%
COc1ncccc1C(=O)N1CCCC(C(=O)c2cccc(OC(C)C)c2)C1 (stereo not given),2%,-14%,8%
Cc1cc(C)cc(C(=O)OCC(=O)NCC(F)(F)F)c1,2%,21%,2%
O=C(Cc1ccc(S(=O)(=O)N2CCCC2)s1)N1CCN(c2ccccc2)CC1,5%,-2%,.
COc1ccc2[nH]c3c(c2c1)CCN1C(=O)C(CC(=O)NCc2cccc(C(F)(F)F)c2)C[C@H](C(=O)N2CCOCC2)[C@@]31C (stereo not given in full),16%,.,3%[56.1 µM]
CCCCn1c(SCc2ccc(C(=O)OC)o2)nc2cc(S(N)(=O)=O)ccc21,-15%,9%[2.35 µM],-2%
COc1ccc(Cl)cc1NC(=O)CN(C)C(=O)c1ccc2n[nH]nc2c1,1%,.,3%
CC(=O)c1c(C)n(-c2ccc(Cl)cc2)c2ccc(OC(=O)COc3ccccc3)cc12,5%,.,-3%[12.3 µM]
Cc1ccc(SCc2ccc(C(=O)Nc3nccs3)o2)cc1,-18%,1%,3%
CC1CCN(S(=O)(=O)c2ccc3c(ccn3CCC(=O)NCc3ccccc3F)c2)CC1,-13%,.,6%
COc1ccccc1-c1cn[nH]c1-c1ccc(OCc2ccccc2F)cc1O,?,0%,6%
CCOC(=O)OCC1OC(c2ccccc2)C=CC1Oc1cccc(N(C)C)c1 (stereo not given),.,9%[12.8 µM],11%[21 µM]
CCOc1ccc(NC(=O)CN2CC(c3ccccc3)CC2=O)cc1 (stereo not given),-13%,-1%,3%
Cc1ccc(S(=O)(=O)N2[C@@H](c3cccc(C)c3)C(C(=O)O)=C[C@H]2CC2CCCC2)cc1,-20%,.,2%
CCN1CC2([N+](=O)[O-])CC=C(OC)C([N+](=O)[O-])(C1)C2 (stereo not given),-2%,1%,-2%
COc1ccccc1C(=O)Nc1nnc(SCC(=O)Nc2ccc3c(c2)oc2ccccc23)s1,-1%,-3%,1%
CCN1C(=O)[C@H]2[C@@H](c3ccc(C)cc3)N3C(=O)N(c4ccc(C)cc4)C(=O)[C@@]3(Cc3ccccc3)[C@H]2C1=O,5%,-26%,.

The list continues:
SMILES,FEN1 inhibitor,N370S GC mod,TDP1 inh
O=C(O)CCCCC(=O)O,.,0%,7%
O=C(Cn1nnc2ccccc2c1=O)NCCc1ccccc1,-3%,13%,3%
Nc1cc(C(=O)OCC(=O)N2CCN(C(=O)COC(=O)c3ccc(Cl)c(N)c3)CC2)ccc1Cl,-1%,-19%,3%
CC(C)Oc1cccc(C(=O)NC(=S)Nc2cccc(NC(=O)c3ccccc3Cl)c2)c1,-11%,-1%,8%
COc1ccc(Cc2nnc(NC(=O)Nc3ccccc3)s2)cc1OC,0%,-7%,.
O=C(COC(=O)c1ccccc1Cl)NCc1ccco1,-26%,.,-17%
C[C@@H](CN1CCC(Cc2ccccc2)CC1)[C@@H](O)c1ccc(O)cc1,17%,-7%&-3%&-24%,10%&13%[56.1 µM]
CCCc1nnc(NC(=O)C2CCCO2)s1 (stereo not given),0%,10%,2%
Cc1ccc(NCN2C(=O)C3CC=CCC3C2=O)cc1 (stereo not given),-4%,3%,3%
CC(C)(C)c1ccccc1NC(=S)NC1CCCC1,18%,0%,5%[56.1 µM]
CCCN(C(=O)Cn1ncc2c1-c1ccccc1OC2)c1cccc(C)c1,2%,.,3%
O=C(O)c1sccc1S(=O)(=O)N1CCN(c2ccc(C(F)(F)F)cn2)CC1,1%,-10%,6%
CSCCC(NC(C)=O)C(=O)Oc1ccc2c3c(c(=O)oc2c1)CCCC3 (stereo not given),12%,?,9%
CCOC(=O)CSc1nnc(-c2ccc(S(=O)(=O)N3CCOCC3)cc2)n1-c1ccccc1,-5%,6%,-7%
COc1cccc(-n2c(=O)c3cc(OC)c(OC)cc3n(CC(=O)Nc3ccc(F)cc3)c2=O)c1,-16%,.,0%[12.3 µM]
CCN(CC)S(=O)(=O)c1nnc(NC(=O)c2ccc(C)cc2)s1,6%,.,4%
Cn1c(=O)c2c(SCC(=O)Nc3ccccc3F)nc(C3CC3)nc2n(C)c1=O,2%,-1%,1%
O=c1c(Cc2ccccc2)c(O)nc2n1CCS2,1%,5%[12.8 µM],2%
O=C(NNC(=O)c1ccc(F)cc1)c1ccncc1,-6%,2%,.
CC1CCCCC1NC(=O)COC(=O)COc1ccc(Cl)cc1 (stereo not given),1%,-5%,4%

Compound activity: PubChem, National Center for Advancing Translational Sciences (NCATS)
